# PMI activator: increases human mannose-6-phosphate isomerase activity. activation factor at 20 µM. purified human PMI, coupled resazurin fluorescence, 20 min; active compounds read high; 1 = vehicle control, 0 substrate-free wells. AID 1214. 190,000 compounds, 0.005% hits;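 active means activation factor of 2 or more at 20 µM, relative to plate controls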
# Target sequence (P34949 whole entry, looked up): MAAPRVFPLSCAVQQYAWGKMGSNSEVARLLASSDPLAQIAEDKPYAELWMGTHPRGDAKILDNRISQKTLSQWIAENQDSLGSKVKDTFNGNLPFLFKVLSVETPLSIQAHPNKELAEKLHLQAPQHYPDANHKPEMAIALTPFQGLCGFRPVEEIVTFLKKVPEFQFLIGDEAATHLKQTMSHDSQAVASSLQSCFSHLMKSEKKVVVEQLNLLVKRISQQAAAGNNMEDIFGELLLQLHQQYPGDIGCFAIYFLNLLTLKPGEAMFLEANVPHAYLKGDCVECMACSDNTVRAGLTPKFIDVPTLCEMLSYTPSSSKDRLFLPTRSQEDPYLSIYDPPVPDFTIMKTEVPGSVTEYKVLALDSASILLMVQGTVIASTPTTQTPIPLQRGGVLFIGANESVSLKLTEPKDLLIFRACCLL
# TNAP inh hi DEA: blocks human TNAP under high phosphate acceptor concentration. inhibition, % at 20 µM. 200,000 compounds, 0.03% hits. purified TNAP, CDP-star luminescence, 1 M DEA. P05186;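 active means over 50% inhibition of tissue-nonspecific alkaline phosphatase at 20 µM in the single-dose screen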;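 further: plate controls were DMSO wells for no effect and EDTA-quenched wells as full inhibition for full effect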
# Target sequence (P05186 whole entry, looked up): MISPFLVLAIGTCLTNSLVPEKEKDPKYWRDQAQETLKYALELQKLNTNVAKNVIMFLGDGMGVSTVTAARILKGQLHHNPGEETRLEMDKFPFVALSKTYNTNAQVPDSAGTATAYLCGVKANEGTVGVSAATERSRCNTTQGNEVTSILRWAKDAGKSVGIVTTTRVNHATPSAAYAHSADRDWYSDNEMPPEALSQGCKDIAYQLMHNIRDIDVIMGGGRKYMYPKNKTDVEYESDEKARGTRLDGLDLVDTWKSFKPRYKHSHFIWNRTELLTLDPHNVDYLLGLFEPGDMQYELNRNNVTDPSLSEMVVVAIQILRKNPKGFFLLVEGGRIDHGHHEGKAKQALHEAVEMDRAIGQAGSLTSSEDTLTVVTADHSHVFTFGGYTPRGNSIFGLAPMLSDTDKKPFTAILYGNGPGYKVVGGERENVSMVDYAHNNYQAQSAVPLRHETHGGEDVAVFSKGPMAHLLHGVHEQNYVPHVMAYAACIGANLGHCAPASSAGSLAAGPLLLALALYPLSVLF
# TNAP act hi DEA: TNAP (human) activation, high acceptor; purified TNAP, CDP-star luminescence, 1 M DEA, 30 min; active compounds read high; 0 = EDTA background, 1 = DMSO-only activity; P05186; 200,000 tested, under 10 active; AID 1136; activation factor at 20 µM;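 active means activation factor at least 2 at 20 µM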
#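 Test system – human TNAP · Doses – 20 µM single point · Incubation – 30 min, room temperature · Signal – luminescent substrate turnover signal · Read-out basis – activation factor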
# TNAP inh noacc: TNAP (human) inhibition, acceptor-free conditions; purified TNAP, CDP-star luminescence, 30 min; 200,000 compounds, 0.26% hits; AID 1012; inhibition, % at 20 µM;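 active means tissue-nonspecific alkaline phosphatase inhibition above about 50% at 20 µM in the single-dose screen, limit read from the data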;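 further: 0% = DMSO negative control and 100% = EDTA positive control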
# PMI act hi M6P: increases human PMI activity with near-saturating mannose 6-phosphate. activation factor at 20 µM. 190,000 compounds, 0.34% hits. P34949. coupled PMI enzyme assay, resazurin fluorescence, 20 min; active compounds read high; 1 = untreated enzyme, 0 = substrate-free blank;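 active means activation factor of 2 or more at 20 µM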
#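 Test system: human phosphomannose isomerase with PGI, G6PDH, diaphorase coupling enzymes; Amount: PMI at 15 ng/mL final; Reagent: Mannose-6-phosphate 1.0 mM (near-saturating) plus 0.22 mM NADP+; Timing: 20 min, room temperature; Technique: resorufin fluorescence at Ex 544/Em 590 nm; Dosing: 20 µM single dose.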
# Diaphorase act: diaphorase activation or chemical reduction counter-screen | Diaphorase/resazurin coupled assay, resorufin fluorescence, 16 min; active compounds read high; 1 = vehicle wells, 0 = NADH-free wells | activation factor at 20 µM | 190,000 compounds, 0.005% hits;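 active means diaphorase activity raised at least twofold by the compound at 20 µM; inactive means activation factor below 2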
#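 Material: Purified diaphorase enzyme from Clostridium kluyveri | Buffer or medium: 50 mM HEPES pH 7.4 with 4.542 mM MgCl2, 0.005% Tween 20 | Times: 16 min enzyme reaction, ambient temperature | Signal: Red resorufin fluorescence at 544/590 nm excitation/emission | Measure: Increased resorufin signal from activators or reducing compounds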
# Efa HMGR inh: E. faecalis class II HMG-CoA reductase inhibition; AID 1066; purified E. faecalis HMGR, NADPH absorbance 340 nm kinetic; 190,000 compounds, 0.41% hits; inhibition, % at 10 µM;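 active means inhibition above a set limit, the median over all tested compounds plus 3 SD, cut at about 9.5% in these data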;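 further: enzyme runs in reverse so mevalonate oxidation gives rising NADPH absorbance; 0% = complete reaction with DMSO and 100% = background rate lacking mevalonate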
# FLuc stim CS: affects firefly luciferase, flagging false hits in luciferase stimulation screens | P08659 | ATPlite luciferase biochemical, luminescence, 10 min; 0 = ATP-free wells, 1 = DMSO control | activation factor at 10 µM | 200,000 tested, under 10 active;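 active means luciferase activation factor, scaled between plate controls, of at least 2 with compound at 10 µM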
#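 System: cell-free luciferase reagent; medium: PBS as buffer for the ATP substrate; doses: test compounds dosed from 2 mM stocks in 100% DMSO; incubation: 10 min, room temperature; measured by: luminescence from luciferase reaction; read-out: luciferase activation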
# Diaph inh CS: inhibits diaphorase or chemically oxidizes, flagging diaphorase assay artifacts; inhibition, % at 20 µM; 190,000 compounds, 0.69% hits; diaphorase resazurin-to-resorufin fluorescence, NADH, 16 min; bacterial (C. kluyveri) enzyme, not human;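 active means primary screen inhibition at 20 µM above a set limit, cut at about 50% in these data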;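 further: plate controls were DMSO with full reaction for no effect and wells lacking NADH for full effect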
#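 Assay system – diaphorase enzyme from Clostridium kluyveri · Amount – diaphorase 0.14 U/mL (working solution) · Times – reaction incubation of 16 min at room temperature · Controls – No-NADH positive control and DMSO neutral control · Signal – resorufin fluorescence 544/590 nm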
# G6PDH CS: counter-screen for G6PDH assay hits: L. mesenteroides G6PDH inhibition; Purified L. mesenteroides G6PDH, diaphorase/resazurin coupled fluorescence, 45 min; AID 1020; inhibition, % at 5 µM; 200,000 compounds, 0.12% hits; in the data active means inhibition above about 50%
# * marks the source's active call; other numbers are inactive results. Rows were taken by chance. Share with any hit: about 1.7%.
SMILES,PMI activator,TNAP inh hi DEA,TNAP act hi DEA,TNAP inh noacc,PMI act hi M6P,Diaphorase act,Efa HMGR inh,FLuc stim CS,Diaph inh CS,G6PDH CS
Cc1nc2sc(C)c(C)c2c(=O)[nH]1,1.1,-7,1.1,-10,1,1,-6,1.1,-2,2
CN(C)C(=O)COc1ccc(Oc2ccccc2)cc1,1,-3,1,-2,1,1,1,0.9,4,5
CC(/C=N/NC(=O)CSc1ccccn1)=C\c1ccc(C(C)C)cc1,0.8,-4,1,-2,0.8,0.7,-5,1,32,6
COc1ccc(C(=O)C(CN2CCCC2)c2ccccc2)cc1 (stereo not drawn),0.9,0,1,-2,0.9,0.9,-4,1,13,10
Cc1ccc(/C=N/NC(=O)CSc2nc3ccccc3n2Cc2ccccc2)o1,0.8,-4,1,-24,0.8,0.8,0,1,23,-22
Cc1ccc(CCNC(=O)C2CCCN(S(=O)(=O)c3cccc4nsnc34)C2)cc1 (stereo not drawn),0.9,-2,1,-8,1,0.9,0,1.1,6,6
Cc1nc(/N=C(\N)NC(=O)c2ccccc2)nc2ccccc12,0.8,-2,1,-4,0.8,0.7,0,0.9,29,-50
CCCn1c(=O)c2ccccc2n2c(SCCOc3ccc(OC)cc3)nnc12,0.9,-5,1.1,-5,0.9,0.7,-9,1.1,26,8
CC(=O)c1c[nH]c2ccc(C)cc2c1=O,1,-1,1,-9,1,0.9,-1,1,5,-10
COc1ccccc1CCNCc1ccc(OC)c(OCc2ccccc2)c1,0.9,-2,1,-7,0.9,1,-5,1,5,-7
O=C(NCc1ccoc1)c1ccc(NC(=O)c2ccccc2Cl)cc1,1,-3,1,-3,1,0.9,2,1.1,13,4
COc1ccc(OC)c(NC(=S)N(CCc2c(C)[nH]c3ccccc23)Cc2cccs2)c1,0.9,-2,1,-6,0.9,0.8,2,1.1,20,16
CCC1SC2=NC(C)=C(C(=O)OC)C(c3ccc(C(=O)OC)cc3)N2C1=O (stereo not drawn),1,-4,1,-10,0.9,0.9,-2,1,14,4
O=S1(=O)CCN(Cc2ccc(Cl)c(C(F)(F)F)c2)CC1,0.9,0,1,1,0.9,0.9,-5,1,6,12
Nc1nc(NC(=O)CCCC(=O)O)nn1-c1ccccc1,1,1,1,-9,1,0.9,1,1.1,5,1
CCN(Cc1cnn(C)c1)C(=O)c1ccc(OC2CCN(S(=O)(=O)N(C)C)CC2)cc1,1.1,-3,1,-7,1.1,1.1,-9,1,-13,4
C=CCNC(=O)COc1ccc(N(C)S(=O)(=O)c2ccc(NC(C)=O)cc2)cc1,1,-5,1.1,-13,1,0.7,-6,1.1,28,-3
COc1ccc(OC)c(-c2csc(NC(=O)Cc3cccs3)n2)c1,0.8,-2,1,-4,0.8,0.7,-5,0.9,28,2
NNc1ncnc2scc(-c3ccc(Cl)cc3)c12,1.1,-2,1,18,1.1,1.1,-1,1,-7,8
CC(C)CCn1nc(C(=O)Nc2nc3c(s2)CCCC3)c2ccccc2c1=O,0.9,-2,1,6,0.9,0.9,-3,1.1,13,-10
COc1ccccc1NC(=O)c1ccc(NC(=O)COC(=O)C2(C)CC2(Cl)Cl)cc1 (stereo not drawn),0.8,-4,1,-14,0.9,0.8,3,1,16,12
Clc1ccc(OCc2cc(-c3ccccc3)no2)cc1Cl,0.8,0,1,-9,0.8,0.8,-5,1,17,-33
COc1ccc(S(=O)(=O)N2CCOCC2)cc1NC(=O)CSc1n[nH]c(=O)n1C1CC1,1.2,-6,1.1,13,1.1,0.9,-3,1.1,7,4
O=C(NCCOC(=O)c1ccccc1C(=O)OCCNC(=O)c1cccnc1)c1cccnc1,1.1,-3,1,-2,1,1,-3,1.1,5,11
S=c1[nH]nc(-c2ccc3c(c2)OCO3)n1-c1ccccc1,0.9,-3,1,-4,1,0.8,1,0.8,18,-12
COc1ccc(C2CC2/C(=N/O)c2ccccn2)cc1 (stereo not drawn),1.1,-5,1.1,47,1.1,1,-4,1,3,2
CCc1ccccc1NC(=O)C(C#N)Cc1cccnc1 (stereo not drawn),1,3,1,-2,0.9,0.9,-1,1.1,9,11
CCCc1nc2ccccc2n1CCc1ccccc1,0.9,2,1,0,0.9,0.9,2,1,11,6
COc1ccc2[nH]c(=O)c(C(c3nnnn3C3CCCC3)N3CCN(Cc4ccc5c(c4)OCO5)CC3)cc2c1 (stereo not drawn),0.8,-2,1,-2,0.9,0.8,-2,1.1,20,9
O=C(CN(Cc1ccccc1)C(=O)c1cc2c(s1)CCC2)NCc1cccs1,1,-6,1.1,-2,1,0.8,2,1.1,15,6
NS(=O)(=O)c1cccc(NC(=O)COC(=O)CC2CC3CCC2C3)c1 (stereo not drawn),1.1,0,1,-16,1,0.9,-1,1,7,8
CCCCn1c(=O)c(CCC(=O)OCC(=O)Nc2cccc3ccccc23)nc2ccccc21,1.1,-5,1,0,0.9,0.8,-4,1.1,18,10
COc1ccc2nc(NC(=O)Cc3cccs3)sc2c1,0.9,4,1,0,0.9,0.9,-8,0.8,11,-6
C/C(=N\N=C(N)N)c1cc(Cl)ccc1Cl,1,-7,1.1,-15,1,0.6,-4,1.1,41,2
Cc1cc(C)nc(/N=C(\N)Nc2ccc(OCc3ccccc3)cc2)n1,0.9,-10,1.1,-96,0.9,1,3,1.1,3,6
O=C(CN(CCCN1CCOCC1)C(=O)Cn1nnc(-c2ccc(F)cc2)n1)NC1CCCCC1,1,-1,1,-8,1,0.9,0,1.1,7,2
Cc1cc(C(F)F)n2ncc(C(=O)NCc3ccccc3C(F)(F)F)c2n1,0.9,0,1,-6,0.9,0.9,-3,1,9,5
Fc1ccc([C@@H]2CCNC[C@H]2COc2ccc3c(c2)OCO3)cc1,1,-5,1.1,-3,1.1,1.3,0,1,-26,11
CCOC(=O)CNC(=O)CN1C(=O)CCS(=O)(=O)c2ccccc21,1,4,1,-2,1,1,0,1,1,3
S=c1[nH]ncn1/N=C/c1ccccn1,0.9,-4,1,-4,1,0.7,-2,1.1,26,12
CCc1ccc(C(=O)NN(C(=O)c2ccc(CC)cc2)C(C)(C)C)cc1,0.9,-10,1.1,-24,0.9,0.8,-1,1,24,22
CCO[C@H]1OC(C(=O)N2CCCCCCC2)=C[C@@H](C)[C@@H]1CCCO,1.1,-7,1.1,0,1.1,1.3,-3,1,-25,15
CCSc1nc(-c2ccc(OC)cc2)cc(-c2ccccc2)c1C#N,0.9,-8,1.1,-13,0.9,0.8,-3,1,20,-7
O=C(COC(=O)c1ccc2c(c1)OCCO2)NCc1ccccc1,1.1,0,1,0,1.1,1,-1,1.1,1,4
Cc1ccc(Nc2cccccc2=O)cc1,0.9,-4,1,-12,0.7,0.8,1,0.7,22,2
Cc1ccc(NC(=S)Nc2c(C)n(C)n(-c3ccccc3)c2=O)cc1Cl,0.8,-2,1,-3,0.9,0.9,-1,1,6,5
CCOc1ccc(-c2n[nH]c(C)c2-c2ccccn2)c(O)c1,1,-7,1.1,-111,0.9,0.9,-4,1,10,14
Cc1cc(C)cc(NC(=O)c2cccc(NC(=O)C3C4CC5OC(=O)C3C5C4)c2)c1 (stereo not drawn),1,-7,1.1,-11,1.1,1.1,-5,1,-6,13
Nc1nc(SCc2ccc(Cl)cc2Cl)nc2nc3c(cc12)CCCC3,1.1,0,1,-2,1.1,1.1,-3,1,-14,-5
COCCN(Cc1cc2cccc(C)c2n2nnnc12)C(=O)C(F)(F)F,1.1,3,1,-3,1.3,1.1,1,1,-8,8
CCC1(C)C(Nc2c(C)cccc2C)=NC(=S)N1c1ccc(NC(C)=O)cc1 (stereo not drawn),0.9,2,1,-6,1,1,0,1,0,-5
CCOc1ccccc1N(CC(=O)NC1CCCCC1)C(=O)c1nsc(Cl)c1Cl,1,-6,1.1,-3,0.9,0.8,3,1.1,23,12
O=C(c1cc(F)ccc1F)C1CCCN(C(=O)CCCN2CCCCC2=O)C1 (stereo not drawn),0.9,2,1,1,0.9,0.9,2,1,10,22
COc1ccc(NC(=O)/C(C#N)=C/c2ccc(Br)o2)cc1,1,-1,1,-3,1,1,-2,1,-1,-1
COc1ccc(/C=C2/C(=O)ON=C2c2ccccc2)cc1OC,1,-3,1,-7,1.1,0.9,0,1.1,12,-2
CN(C)c1ccc(N/C=C/C(=O)C(F)(F)F)cc1,0.9,1,1,2,0.4,0.8,-8,0.8,21,1
CN(C)c1ccc(C(=O)Nc2nnc(C3=COCCO3)o2)cc1,1,0,1,-1,1,0.9,-1,1,10,3
Cc1cc(C)c(NC(=S)N2CCC(N(C)CC3CCCO3)CC2)c(C)c1 (stereo not drawn),0.9,-1,1,-4,1,0.9,-2,1,6,-1
COc1nc(NCC(C)C)nc(Oc2ccc(=O)n(-c3ccccc3)n2)n1,1.1,-3,1,15,1,1,-8,1.1,4,5
CC1=CC(C)(C)Nc2ccc(OC(=O)CN3C(=O)c4ccccc4C3=O)cc21,0.8,2,1,-2,0.7,0.8,0,1,19,6
CC(C)Cn1c(N)c(C(=O)CCl)c(=O)n(C)c1=O,1.1,0,1,-12,1.1,0.9,-7,1,9,-4
COC(=O)c1ccc(CSc2ccc3nnc(-c4cccc(F)c4)n3n2)o1,1.2,-1,1,2,1.4,0.9,2,1,14,-20

# Filtered by structure: the compounds so far containing a thiophene ring, fused or not.
SMILES,PMI activator,TNAP inh hi DEA,TNAP act hi DEA,TNAP inh noacc,PMI act hi M6P,Diaphorase act,Efa HMGR inh,FLuc stim CS,Diaph inh CS,G6PDH CS
Cc1nc2sc(C)c(C)c2c(=O)[nH]1,1.1,-7,1.1,-10,1,1,-6,1.1,-2,2
COc1ccc(OC)c(NC(=S)N(CCc2c(C)[nH]c3ccccc23)Cc2cccs2)c1,0.9,-2,1,-6,0.9,0.8,2,1.1,20,16
COc1ccc(OC)c(-c2csc(NC(=O)Cc3cccs3)n2)c1,0.8,-2,1,-4,0.8,0.7,-5,0.9,28,2
NNc1ncnc2scc(-c3ccc(Cl)cc3)c12,1.1,-2,1,18,1.1,1.1,-1,1,-7,8
O=C(CN(Cc1ccccc1)C(=O)c1cc2c(s1)CCC2)NCc1cccs1,1,-6,1.1,-2,1,0.8,2,1.1,15,6
COc1ccc2nc(NC(=O)Cc3cccs3)sc2c1,0.9,4,1,0,0.9,0.9,-8,0.8,11,-6
